# Source: PubChem BioAssay
# BaF3 tox = counter-screen for JAK2V617F inhibitors: parental Ba/F3 viability inhibitors | CellTiter-Glo ATP luminescence | inhibition, % at 5.6 µM | 220,000 compounds, 1.1% hits;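 active means inhibition above a per-campaign cutoff, the mean inhibition of all tested compounds plus 3 SD, cut at about 27% in these data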;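 further: 0% = DMSO wells and 100% = JAK Inhibitor I control wells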
# NPY-Y2 PAM-ag = potentiators or agonists of human neuropeptide Y receptor Y2; P49146; cells expressing NPY-Y2, potentiator/agonist read-out; activation, % at 3.6 µM; 220,000 compounds, 0.45% hits; in the data active means activation above about 27%;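 further: cells stimulated with NPY near EC25 plus isoproterenol at EC100; 0% = vehicle plus submaximal agonist and 100% = vehicle plus saturating agonist; some results beyond the cut were filed as inactive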
# S1P4 antag = human S1P4 receptor antagonism | O95977 | S1P4-expressing cells, antagonist mode, reporter read-out | inhibition, % at 4.98 µM | 220,000 compounds, 0.26% hits; in the data active means inhibition above about 29%;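 further: 0% = wells stimulated with agonist and 100% = vehicle wells without agonist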
# Ba/F3 V617F tox = loss of viability in JAK2V617F-driven Ba/F3 cells; Ba/F3 EpoR-JAK2V617F viability, ATP luminescence; inhibition, % at 5.6 µM; 220,000 compounds, 1.1% hits;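 active means inhibition above the campaign mean plus 3 SD over all tested compounds, cut at about 24% in these data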;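 further: cytokine-independent growth of Ba/F3 cells driven by EpoR plus mutant JAK2; 0% = DMSO-treated cells and 100% = JAK inhibitor I control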
# MDM2 E3 inh = inhibitors of human Mdm2 E3 ubiquitin ligase; Q00987; cell-based MDM2 ubiquitination luciferase reporter, 2 h; 0 = plate control, 100 = twice control, blank-subtracted; signal enhancement, % at 5 µM; 210,000 compounds, 0.11% hits; AID 1230;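 active means signal enhancement of 30% or more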;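 further: luminescence tracks abundance of the self-degrading MDM2-luciferase fusion protein; higher signal means inhibition of MDM2 E3 ligase activity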
#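 Buffer or medium: Cells held in DMEM | Assay system: Stable mammalian line carrying autodegrading MDM2–luciferase fusion reporter | Quantity: 2000 cells/well | Times: 4 h settle plus 2 h compound, 37 °C | Doses: One concentration, 5 µM, with 0.2% DMSO | Technique: Luminescence with SteadyLite reagent, 15 min at room temperature | Benchmarks: Plate controls and plate blanks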
# S1P4 ag = activates the human S1P4 receptor | AID 1509 | O95977 | 220,000 compounds, 0.35% hits | S1P4-expressing cell line, agonist reporter assay | activation, % at 4.98 µM; in the data active means activation above about 11%;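 further: 0% = DMSO vehicle and 100% = reference agonist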
# eIF4E-4G inh = eIF4E/eIF4G interaction inhibition in translation initiation | P63073+Q04637 | TR-FRET eIF4E-eIF4GI(517-606) binding, 2 h | inhibition, % at 21.7 µM | 220,000 compounds, 0.37% hits | AID 782;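 active means inhibition above about 30%, limit read from the data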;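 further: 0% = full FRET control wells and 100% = background wells lacking eIF4GI fragment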
# Wee1 degr inh = inhibitors of human Wee1 degradation; AID 1321; 220,000 compounds, 1.2% hits; reporter increase, % at 5 µM; HeLa Luc-Wee1K328M stability, luciferase luminescence; 100% = proteasome inhibitor MG132 effect; P30291;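 active means activation above the mean of all tested compounds plus 3 SD, set per screening run, cut at about 8.8% in these data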;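 further: cells exposed to compound for 20 h before luminescence read; 0% = DMSO alone and 100% = MG132 at 30 µM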
# PERK inhibitor = inhibitors of human PERK kinase | inhibition, % at 5.6 µM | 220,000 compounds, 0.17% hits | CHO PERK-DD fusion, SEAP luminescence translation reporter;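 active means inhibition above the mean inhibition of all tested compounds plus 3 SD, set separately per screening campaign, cut at about 2.9% in these data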;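 further: PERK kinase domain activated by AP20187 dimerizer at 100 nM; 0% = DMSO with dimerizer and 100% = rapamycin at 8.4 µM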
# Target sequence (Q9NZJ5 whole entry, looked up, the tested form may be a part): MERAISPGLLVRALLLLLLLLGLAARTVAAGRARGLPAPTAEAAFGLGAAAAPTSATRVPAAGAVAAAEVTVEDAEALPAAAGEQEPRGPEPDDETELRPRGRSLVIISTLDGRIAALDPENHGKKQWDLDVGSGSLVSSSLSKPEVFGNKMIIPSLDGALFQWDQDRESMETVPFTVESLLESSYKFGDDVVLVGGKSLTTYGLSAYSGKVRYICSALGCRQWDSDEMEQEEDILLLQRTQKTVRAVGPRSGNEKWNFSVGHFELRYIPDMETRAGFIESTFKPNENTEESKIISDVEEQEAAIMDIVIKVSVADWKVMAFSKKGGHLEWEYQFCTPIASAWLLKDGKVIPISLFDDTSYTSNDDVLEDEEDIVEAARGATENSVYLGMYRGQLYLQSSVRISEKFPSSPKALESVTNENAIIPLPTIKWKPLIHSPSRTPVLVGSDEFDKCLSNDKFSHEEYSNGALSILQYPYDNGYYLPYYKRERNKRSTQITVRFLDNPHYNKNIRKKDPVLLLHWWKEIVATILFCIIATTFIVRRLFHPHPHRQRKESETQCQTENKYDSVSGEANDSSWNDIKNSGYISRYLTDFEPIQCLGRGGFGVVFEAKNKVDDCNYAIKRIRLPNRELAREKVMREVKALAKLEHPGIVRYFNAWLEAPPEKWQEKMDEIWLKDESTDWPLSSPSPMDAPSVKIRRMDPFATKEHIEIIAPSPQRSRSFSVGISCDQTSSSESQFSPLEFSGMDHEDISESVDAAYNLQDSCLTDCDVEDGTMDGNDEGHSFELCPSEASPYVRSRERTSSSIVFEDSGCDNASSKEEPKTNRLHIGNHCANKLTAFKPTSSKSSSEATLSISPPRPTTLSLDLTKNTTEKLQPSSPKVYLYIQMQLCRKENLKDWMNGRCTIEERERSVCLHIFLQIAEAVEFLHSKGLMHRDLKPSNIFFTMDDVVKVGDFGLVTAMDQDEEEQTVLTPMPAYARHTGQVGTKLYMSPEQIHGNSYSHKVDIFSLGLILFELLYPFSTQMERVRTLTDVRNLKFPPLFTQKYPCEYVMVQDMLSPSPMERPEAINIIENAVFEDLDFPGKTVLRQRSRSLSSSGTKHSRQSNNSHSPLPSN
# The depositor's hits bear a star; . = not tested or not shown; [ ] = remark or other dose.
No.	smiles	BaF3 tox	NPY-Y2 PAM-ag	S1P4 antag	Ba/F3 V617F tox	MDM2 E3 inh
1	Nn1cnnc1N/N=C/c1cc(Br)cc(Br)c1O	3	-31	4	9	-25
2	CCOc1cccc(C2C(C#N)=C(N)Oc3cc(C)n(Cc4ccccn4)c(=O)c32)c1OCC (stereo not drawn)	-2	-2	-7	-4	-1
3	COCCNC(=O)c1c[nH]c2cc(OC)c(OC)cc2c1=O	0	-3	6	-4	10
4	CCN1CCc2nc3ccccc3c(C(=O)Nc3ccc(C#N)cc3)c2C1	0	15	-22	-3	3
5	CCN(CC)c1ccc(N=Nc2nn(C)c(C)c2[N+](=O)[O-])cc1	5	14	-6	4	-33
6	COc1cccc(NC(=O)c2ccncc2)c1	3	20	-15	-1	10
7	CCOC(=O)c1nnn(-c2nc(N(C)C)nc(N(C)C)n2)c1C	3	-9	-11	2	-2
8	Cc1ccc(-n2c(=O)[nH]c3c(C(N)=O)nc(-c4ccc(C)o4)nc32)cc1	4	-3	4	2	-6
9	O=S(=O)(c1ccc2ccccc2c1)N1CCN(C(=S)Nc2ccc(F)c(Cl)c2)CC1	18	16	8	12	-14
10	O=c1cc(NS(=O)(=O)c2ccccc2)nc(SCc2c(Cl)cccc2Cl)[nH]1	7	10	-1	2	-7

No.	S1P4 ag	eIF4E-4G inh	Wee1 degr inh	PERK inhibitor
1	0.1	3	-2	0.9
2	-1.6	3[fluorescence artefact?]	-2	1.2
3	-0.9	6	-4	0.5
4	0.0	-2	-3	0.1
5	0.8	13[fluorescence artefact?]	2	-1.2
6	0.5	-2	2	1.8
7	-1.0	5	2	0.7
8	-0.4	-41	-2	-0.4
9	-1.5	5	0	0.4
10	-1.5	1	-1	1.0

# (list continues)
No.	smiles	BaF3 tox	NPY-Y2 PAM-ag	S1P4 antag	Ba/F3 V617F tox	MDM2 E3 inh
11	COc1cc(/C=C2\SC(=Nc3ccc(F)cc3)N(c3ccc(F)cc3)C2=O)ccc1OCC(=O)O	7	-19	4	3	-3
12	COC(=O)c1c(NC(=O)CN2CCN(c3ccccc3)CC2)c2c(C)cccc2n1C	2	-22	1	-1	11
13	Cn1c(SCC#N)nc2ccccc2c1=O	1	-6	5	-4	-2
14	Cc1cc(C(=O)Nc2ccc(S(=O)(=O)Nc3onc(C)c3C)cc2)c(C)o1	6	-5	-29	8	-42
15	COc1ccc(NC(=S)NC(=O)/C=C/c2cccs2)cc1	10	-4	6	0	15
16	Cc1c(C#N)c2ccccc2n1CC(=O)NCC1CCCO1 (stereo not drawn)	5	10	12	0	-15
17	Cc1c(N/C=C(\Cl)C(=O)C(F)(F)F)c(=O)n(-c2ccccc2)n1C	4	-6	-1	-3	-18
18	CC(=O)c1c(C)nn(C(=O)c2cccs2)c1C	9	11	5	-2	-15
19	CCCCCc1nc2ccccc2c(=O)n1NC(=O)c1c(O)c2cccc3c2n(c1=O)CCC3	3	-6	-25	-4	.
20	CCOc1ccc(-c2nc(=S)[nH][nH]2)cc1	0	7	0	-3	-23

No.	S1P4 ag	eIF4E-4G inh	Wee1 degr inh	PERK inhibitor
11	-0.8	-1	3	0.5
12	0.4	1	-1	-0.3
13	0.7	1	-1	-0.3
14	-1.0	-5[fluorescence artefact?]	6	0.1
15	0.4	-6	2	-0.5
16	1.0	1	-1	1.2
17	2.9	0	1	0.0
18	0.1	6	0	2.0
19	-1.6	.	-1	0.9
20	-0.9	52*	-1	2.5

# (listing goes on)
No.	smiles	BaF3 tox	NPY-Y2 PAM-ag	S1P4 antag	Ba/F3 V617F tox	MDM2 E3 inh
21	Cc1cc(Nc2c(C)n(C)n(-c3ccccc3)c2=O)c2ccccc2n1	4	4	-6	2	-2
22	COc1ccccc1C(=O)NCc1ccncc1	3	11	-3	-3	-16
23	O=C(Nc1ccc(Cl)cc1C(=O)N1CCOCC1)c1cccc([N+](=O)[O-])c1	5	15	1	-1	0
24	CN1CCN(NC(=O)c2cccc3ccccc23)CC1	7	9	-15	2	-10
25	CCCc1nc2sc3c(=O)n(N)cnc3c2c2c1CCCC2	7	4	-22	5	-3
26	COCc1nnc(N)s1	0	11	-28	-4	-9
27	O=C(Cn1c2ccccc2c(=O)c2ccccc21)Nc1ccccc1F	0	12	-14	-2	-10
28	N#Cc1ccccc1NC(=O)CC1CCCCC1	4	0	10	-2	-10
29	Cc1cc(OCCOCCN(C)CCO)cc(C)c1Cl	2	-13	10	1	.
30	c1ccc(-c2cc3nccc(-c4ccccn4)n3n2)cc1	5	-3	-15	-2	-4

No.	S1P4 ag	eIF4E-4G inh	Wee1 degr inh	PERK inhibitor
21	-0.3	6[fluorescence artefact?]	7	0.4
22	1.5	2[fluorescence artefact?]	0	-0.5
23	0.7	2	-1	1.4
24	0.4	3	-1	1.4
25	1.7	2	-3	-0.2
26	-0.6	3	7	0.4
27	2.1	5	-1	0.1
28	-2.9	-8	0	0.3
29	2.2	12[fluorescence artefact?]	-2	-0.2
30	-0.7	5	3	0.0

# The results go on.
No.	smiles	BaF3 tox	NPY-Y2 PAM-ag	S1P4 antag	Ba/F3 V617F tox	MDM2 E3 inh
31	Cc1[nH]c2ccccc2c1C(=O)/C=C/c1ccccc1	-3	10	3	-3	12
32	CC(C)(C)C1CCc2c(sc3nc(SCC(N)=O)nc(N)c23)C1 (stereo not drawn)	5	0	-26	-4	7
33	CCN(CC)C(=O)Cn1c(=O)n(C)c2ccccc21	2	-10	-1	-3	-35
34	O=c1[nH]c(CSc2ccccn2)nc2c1cnn2-c1ccccc1	3	3	-25	6	-1
35	COc1ccc(NC(=O)C23CC4CC(C2)CC(c2ccc(C)cc2)(C4)C3)cc1	-1	3	-8	-5	-9
36	O=C(COc1ncnc2sccc12)N1CCc2ccccc2C1	6	16	-5	-3	-13
37	CC(C)(C)c1ccc(-c2cc(N)n[nH]2)cc1	8	5	-19	-2	-11
38	Cc1ccc(S(=O)(=O)Nc2cc(-c3ccccc3)nn2C)cc1	-7	-2	1	-3	-13
39	COc1ccccc1-n1c(-c2ccc(NS(C)(=O)=O)cc2)n[nH]c1=S	4	0	3	-1	-8
40	Cc1cc(S(=O)(=O)NCC(C)C)ccc1OCC(=O)N1CCOCC1	9	1	7	0	6

No.	S1P4 ag	eIF4E-4G inh	Wee1 degr inh	PERK inhibitor
31	1.0	-2	4	0.4
32	-1.2	2	-1	0.0
33	1.6	10	-1	0.0
34	-0.7	-22	-4	-0.3
35	1.6	-2	0	0.3
36	1.4	0	-2	0.9
37	-0.3	-4	2	1.7
38	-0.2	0	4	1.1
39	3.8	11	-1	0.4
40	0.6	1	0	0.5

# (listing goes on)
No.	smiles	BaF3 tox	NPY-Y2 PAM-ag	S1P4 antag	Ba/F3 V617F tox	MDM2 E3 inh
41	O=C1NCCN(Cc2c(F)cccc2Cl)C1CC(=O)N1CCCO1 (stereo not drawn)	3	10	-8	0	-18
42	Cc1cccc(-n2cnc(C(=O)NNC(=S)Nc3ccc(Cl)cc3)c2)n1	6	-12	16	6	-5
43	C=CCNC(=S)Nc1ccc(Cl)c(S(=O)(=O)N2CCOCC2)c1	11	-1	-13	2	10
44	CCSc1nnc(NC(=O)[C@@H](NC(=O)c2ccccc2F)C(C)C)s1	8	-7	0	3	8
45	O=C(Oc1ccc2c(c1)O/C(=C\c1ccncc1)C2=O)c1cccs1	1	-19	3	-2	-15
46	CCOC(=O)c1ccc(NC(=S)N2CCCC2c2ccc(OC)c(OC)c2)cc1 (stereo not drawn)	1	0	-6	0	3
47	Cc1ccc(/C=N/n2c(=O)c(C(C)(C)C)nn3cnnc23)cc1	6	3	4	3	-10
48	C/C(=C\c1ccco1)C1C(C#N)=C(N)OC2=C1C(=O)CC(C)(C)C2 (stereo not drawn)	-1	10	-9	-4	-11
49	COCCCNCC(O)COc1ccccc1F (stereo not drawn)	3	26	-11	1	-12
50	COc1cccc(C(=O)Nc2ccccc2F)c1	4	30*	1	-3	-1

No.	S1P4 ag	eIF4E-4G inh	Wee1 degr inh	PERK inhibitor
41	-0.6	0	-2	2.4
42	-0.9	-6	1	-0.3
43	1.3	0	-2	-0.1
44	0.5	-1	1	0.8
45	0.2	1	0	1.4
46	1.6	1	1	-1.1
47	0.7	3[fluorescence artefact?]	-2	0.5
48	2.4	9	-1	1.6
49	0.5	-1	-1	0.0
50	0.8	-2	-3	0.2

# (next part)
No.	smiles	BaF3 tox	NPY-Y2 PAM-ag	S1P4 antag	Ba/F3 V617F tox	MDM2 E3 inh
51	CCCCNC(=S)N1CCN(C(c2ccccc2)c2ccccc2)CC1	0	-12	0	1	-11
52	Cc1ccc2nc(NC(=O)CN3CCOCC3)sc2c1	10	-4	9	4	-1
53	O=C(c1cccc([N+](=O)[O-])c1)c1ccc2c(c1)C(=O)N(c1c[nH]c(=O)[nH]c1=O)C2=O	8	-11	-6	1	-5
54	COc1cc(OC)cc(C(=O)N[C@H](C(=O)Nc2ccc3c(c2)OCO3)C(C)C)c1	-2	-11	2	-1	-2
55	O=C(Oc1ccc(Br)cc1C(=S)N1CCCC1)c1ccccc1F	7	-4	-4	0	1
56	C=CCN(CC=C)C(=O)COC(=O)c1ccc(Sc2ncn[nH]2)c([N+](=O)[O-])c1	0	6	-4	-3	-3
57	CN(c1ccccc1)S(=O)(=O)c1ccc(C(=O)OCC(=O)NCc2cccs2)cc1	-11	-6	-8	-1	.
58	COc1ccc(CCN2C(=O)NC(NS(=O)(=O)c3ccc(Cl)cc3)(C(F)(F)F)C2=O)cc1OC (stereo not drawn)	3	14	-22	-2	-7
59	Cc1ccccc1-n1c(C)cc(/C=N/NC(=O)c2ccc(CN3CCOCC3)cc2)c1C	1	-8	-18	-2	-2
60	Cc1ccc(-c2cc3ncc(C#N)c(N)n3n2)cc1	10	7	5	2	-11
61	O=C(OCc1cnc(Cl)s1)c1c(F)cccc1F	6	-5	-7	2	-26

No.	S1P4 ag	eIF4E-4G inh	Wee1 degr inh	PERK inhibitor
51	-0.7	-3	-2	-0.5
52	-0.8	8	0	-0.3
53	-0.8	0	3	0.9
54	-1.0	0	5	0.9
55	2.3	13[fluorescence artefact?]	-1	1.2
56	-3.6	3	7	0.4
57	3.0	-11	3	1.3
58	1.4	-3	2	-0.2
59	3.0	1	-1	0.3
60	0.2	-3	2	1.1
61	0.2	2	0	0.5
